# High-throughput results: PubChem BioAssay, several laboratories
# PriA SSB inh = K. pneumoniae PriA-SSBct interaction inhibition. AlphaScreen SSBct-PriA binding, biotinylated peptide. inhibition, % at 33 µM. 430,000 compounds, 0.6% hits. AID 1272365; in the data active means inhibition mostly above about 37%, no sharp cut-off; inactive means mostly below about 20%;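 further: plate controls were negative control peptide for no effect and reference peptide for full effect; strong numbers were not always called active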
# Rv3671c inh = inhibitors of M. tuberculosis serine protease Rv3671c; P9WHR9; inhibition, % at 5.96 µM; 320,000 compounds, 0.048% hits; AID 2606; in the data active means inhibition above about 38%;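 further: extracellular domain of Rv3671c used as enzyme; 0% = enzyme with DMSO and 100% = no enzyme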
# Target sequence (P9WHR9 whole entry, looked up, the tested form may be a part): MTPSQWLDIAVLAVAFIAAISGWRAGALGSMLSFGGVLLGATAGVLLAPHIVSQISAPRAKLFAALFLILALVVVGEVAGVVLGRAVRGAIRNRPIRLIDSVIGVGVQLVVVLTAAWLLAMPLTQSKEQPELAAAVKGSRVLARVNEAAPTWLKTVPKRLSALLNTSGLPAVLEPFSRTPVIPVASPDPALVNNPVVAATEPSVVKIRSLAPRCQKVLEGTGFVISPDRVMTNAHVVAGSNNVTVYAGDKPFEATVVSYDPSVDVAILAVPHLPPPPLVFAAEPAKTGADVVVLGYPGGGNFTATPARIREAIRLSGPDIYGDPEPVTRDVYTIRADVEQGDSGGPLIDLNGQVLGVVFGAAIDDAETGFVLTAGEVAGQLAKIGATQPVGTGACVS
# Yp Topo-I inh = Y. pestis Topo-I inhibition via cleavage products; Y. pestis Topo-I cleavage product accumulation, plate reader; activity, % at 10 µM; 360,000 compounds, 0.064% hits; in the data active means activity above about 50%, passing the limit was not always enough; further: inactives centre near 2
# 3CLpro inhibitor = SARS-CoV 3CLpro protease inhibition. recombinant SARS-CoV 3CLpro, quenched FRET peptide cleavage. inhibition, % at 6 µM. P0C6X7. 290,000 compounds, 0.14% hits; in the data active means inhibition above about 12%
# CCHFV vOTU inh = CCHFV vOTU protease inhibition; Pep-AMC fluorescence; inhibition, % at 11.5 µM; 370,000 compounds, 0.55% hits; in the data active means inhibition above about 30%; further: 0% = vehicle wells with enzyme and 100% = no enzyme wells
# MazF activator = activators of E. coli MazEF toxin-antitoxin RNase; 350,000 compounds, 0.32% hits; FAM/BHQ RNA-DNA oligo cleavage fluorescence, 5 h; activation, % at 20 µM; in the data active means activation above about 50%
# Target sequence (P0AE70 whole entry, looked up): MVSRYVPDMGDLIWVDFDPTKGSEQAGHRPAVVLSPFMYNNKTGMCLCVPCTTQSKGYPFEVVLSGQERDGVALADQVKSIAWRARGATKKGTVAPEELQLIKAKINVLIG
# TcdB inh = TcdB glycohydrolase inhibition | AID 652162 | P18177 | inhibition, % at 9.99 µM | 350,000 compounds, 0.24% hits | TcdB glycohydrolase enzymatic assay, plate reader; in the data active means inhibition above about 10%
# PrPC surface inh = cell surface PrPC inhibition, primary TR-FRET screen | P04156 | TR-FRET read-out | inhibition, % at 13.8 µM | 370,000 compounds, 0.43% hits | AID 720596; in the data active means inhibition above about 24%; further: 0% = median of the test wells and 100% = reference compound wells
# VHR inh abs = inhibitors of human VHR1 phosphatase (DUSP3); P51452; recombinant VHR phosphatase, pNPP absorbance; inhibition, % at 13.3 µM; 290,000 compounds, 0.52% hits; in the data active means inhibition above about 50%; further: some compounds called inactive have numbers as strong as hits
# Target sequence (P51452 whole entry, looked up): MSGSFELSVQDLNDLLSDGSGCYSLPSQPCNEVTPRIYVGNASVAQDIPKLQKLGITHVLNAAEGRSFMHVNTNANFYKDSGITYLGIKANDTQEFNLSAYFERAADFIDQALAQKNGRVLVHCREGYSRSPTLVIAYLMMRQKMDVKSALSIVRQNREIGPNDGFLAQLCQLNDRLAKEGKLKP
# BH1578 lux ind = induces V. cholerae light production without autoinducers; V. cholerae BH1578 lux reporter, luminescence, 6 h; activation, % at 18.7 µM; 350,000 compounds, 0.16% hits; AID 588436; in the data active means activation mostly above about 9.7%, no sharp cut-off; further: not every result past the cut was called active; inactives centre near 0; reference of the scale not given here
# The depositor's hits bear a star; i = inactive; · = not tested or not shown. Some of the compounds tested; count on the stated rates, not on these rows.
SMILES,PriA SSB inh,Rv3671c inh,Yp Topo-I inh,3CLpro inhibitor,CCHFV vOTU inh,MazF activator,TcdB inh,PrPC surface inh,VHR inh abs,BH1578 lux ind
CCOC(=O)Cn1nnc(-c2ccc([N+](=O)[O-])cc2)n1,2,1,3,-3,-1,-7,0.1,-39,4,i
Cc1cc(Cl)c2oc(C(=O)N(CCO)Cc3ccccc3)c(C)c2c1,-5,0,41,4,25,-4,4.8,-1,-35,-1.5
O=C(NCCN1CCNC1=O)C1CCC(=O)N(Cc2cccc(C(F)(F)F)c2)C1 (stereo unspecified),-1,1,-6,3,1,0,1.7,2,9,-0.3
N#Cc1c(-c2ccc(F)cc2)cc(-c2ccccc2)nc1SCC(=O)NCC(=O)O,-2,-3,1,5,-8,-8,-1.2,0,16,-0.5
CC(C)CN1C(=O)c2ccc(C(=O)NCc3ccc4c(c3)OCO4)cc2C1=O,-18,2,13,-1,-8,4,·,4,2,0.1
CC1(c2ccccc2)NC(=O)N(CC(=O)Nc2ccc(S(=O)(=O)Nc3ncccn3)cc2)C1=O (stereo unspecified),-1,-11,7,·,3,-8,0.8,-3,·,-0.4
O=C(O)CCc1nc2cccnc2n1Cc1ccccc1,-4,-2,0,-1,5,2,·,1,8,4.2
O=C(CN1C(=O)NC2(CCCC2)C1=O)Nc1ccccc1N1CCCC1,-13,0,7,-7,3,1,0.9,-5,33,0.3
CCCNC(=O)CSC1=N/C(=C/c2ccc(F)cc2)C(=O)N1CC,5,-1,-13,1,-3,19,-0.3,4,2,-0.6
COc1cccc(CN(C)C(=O)COc2cccc3c2OC(C)(C)C3)c1OC,-54,·,9,·,17,2,-1.8,13,·,-5.1
Cc1ccc(Cn2nnc3c(=O)n(Cc4cc(C)ccc4C)cnc32)cc1,-11,-8,5,-1,-13,6,1.6,-4,-8,0.0
O=S(=O)(c1cc(O)ccc1O)c1cccc2c(S(=O)(=O)c3cc(O)ccc3O)cccc12,23,-28,-11,·,1,1,·,0,·,i
Cc1nnc(NC(=O)c2ccc(S(=O)(=O)C(F)F)cc2)s1,-8,5,-1,-3,4,-2,1.6,6,13,-0.6
Cc1ccc(S(=O)(=O)CCC(=O)N(CCN2CCOCC2)c2nc3ccccc3s2)cc1,3,7,6,·,1,4,1.8,5,·,-0.5
Cc1cc(C(=O)N2CCN(S(=O)(=O)c3ccccc3)CC2)c(C)o1,-5,4,-8,6,6,5,-1.3,9,-7,-0.5
COc1cccc(/C=C/C(=O)OCC(=O)Nc2ccc3[nH]c(=O)[nH]c3c2)c1OC,-5,-7,0,·,0,-4,1.2,-4,·,-4.2
COc1cccc2cc(C(=O)N(Cc3cccs3)CC3CCCO3)c(=O)oc12 (stereo unspecified),-4,-2,3,4,-12,2,3.6,4,-5,-0.5
CC(=NNS(=O)(=O)c1cccc([N+](=O)[O-])c1)c1ccc(-n2ccnc2)cc1,3,9,-2,·,-12,3,0.1,-11,·,-0.6
CCc1cccc(NC(=O)C2CCN(S(=O)(=O)c3c(C)noc3C)CC2)c1,-6,3,3,-1,-6,7,-0.3,3,36,i
COc1ccc(OC)c(NC(=O)CCS(=O)(=O)c2cc3c(cc2C)NC(=O)CO3)c1,0,-3,5,-3,-3,0,1.4,5,8,-0.4
O=C(O)CSCC(=O)N1CCN(S(=O)(=O)c2cc(Cl)cc(Cl)c2)CC1,-6,-3,-5,0,-10,1,-1.0,-1,4,-0.8
CCOC(=O)c1cc(-c2ccccc2)n(CC(=O)Nc2ccc(OCC)cc2)c1C,-3,-8,23,3,13,-2,·,-2,-7,-0.8
CC(CCCN1CCCC1)Nc1ccnc2cc(Cl)ccc12 (stereo unspecified),15,·,-3,·,-3,3,-0.1,-12,·,i
Cc1cccc(C(=O)Nc2cccc(Br)c2)c1[N+](=O)[O-],13,-13,0,0,11,-12,1.3,7,44,i
Cc1ccc(Cl)cc1N(Cc1ccc(C(=O)NCc2cccnc2)cc1)S(=O)(=O)c1ccccc1,0,-20,1,4,-18,10,·,-4,6,-1.8
COc1ccc(Cn2c(=O)[nH]c3cc(C(=O)N4CCN(c5ccccc5OC)CC4)ccc3c2=O)cc1,-6,7,10,3,·,5,·,·,21,-1.2
CCOC(=O)C1(C)CCCCCN1C(=O)c1ccc(N(C)C)cc1 (stereo unspecified),·,·,4,·,15,·,-0.5,-5,·,-0.4
COc1ccc([C@H]2CC(=O)C=C(c3cccc(F)c3OC)C2)cc1,-31,6,40,·,2,9,-1.5,0,·,i
CC1CN=C(NC2CCCCC2C)S1 (stereo unspecified),4,-4,-9,-4,5,1,·,8,21,0.1
COc1cc(OC)c(S(=O)(=O)N2CCN(C(=O)c3ccccc3F)CC2)cc1NC(C)=O,-2,5,10,-2,-12,-4,0.7,7,2,i
COc1ccc(N2C(=O)CCC(C(=O)O)C2c2ccccc2OC)cc1 (stereo unspecified),3,-3,0,-3,-4,1,1.4,8,-3,-0.5
CC(C)CCCC(C)NC(=O)c1cc(S(=O)(=O)N2CCCCC2)ccc1N1CCOCC1 (stereo unspecified),-10,-6,10,·,6,-11,0.6,-4,·,-3.1
CCc1c(C)c2ccc(OCC(=O)N(C)C)c(C)c2oc1=O,-17,6,1,-8,-35,1,·,-1,7,-2.2
Cc1ccccc1C(=O)N1CCN(c2ccc(NC(=O)c3ccco3)cc2)CC1,4,2,2,-4,10,3,1.6,0,20,3.1
COc1ccc(C(=O)N2CCN(c3ccc(NC(=O)c4ccco4)cc3)CC2)cc1,-3,3,13,-1,27,3,2.6,2,24,-0.4
CCC[C@H]1CN(c2ccc(Br)cc2)C(=O)[C@@H]1CC(=O)Nc1ccc(OC)cc1,·,·,15,·,1,2,1.2,-4,·,0.5
CC(=O)c1ccc(N(CC(=O)NC2CCCC2)C(=O)c2ccc(C)s2)cc1,6,0,16,-2,2,6,0.0,0,2,-0.4
CN(C)CCN(CC1CCCN(Cc2ccccc2F)C1)C(=O)Cc1c(F)cccc1F (stereo unspecified),3,1,-4,-1,-12,6,0.9,-5,23,-0.4
COCCn1nnnc1C(c1ccc(OC)cc1)N1CCN(c2ccccc2F)CC1 (stereo unspecified),-5,-1,8,1,10,-5,·,10,18,i
Cc1c(OC(C)C(=O)NC2CC(C)(C)NC(C)(C)C2)ccc2c3c(c(=O)oc12)CCC3 (stereo unspecified),-5,-1,-7,-6,-2,15,1.3,-10,2,1.9
Cc1cccc(NC(=S)N(C)C)c1C,-2,-2,0,-5,12,3,-4.3,9,9,i
CCc1nc2ccc(C(=O)N(C)CCCN(C)C)cn2c1N(C)CCCc1ccccc1,·,·,10,·,-6,·,-0.1,-1,·,-0.3
O=[N+]([O-])c1ccc(S(=O)(=O)N/N=C/c2ccco2)cc1,·,-2,-8,2,5,4,1.4,-5,16,-0.1
CCCC(=O)Nc1c2c(nn1-c1cccc(C)c1C)CS(=O)(=O)C2,-10,-7,4,-2,-2,-7,1.0,-2,13,0.6
CCCCn1c(N)c(N(CC(C)C)C(=O)c2ccc(S(=O)(=O)N(CC)c3ccccc3)cc2)c(=O)[nH]c1=O,3,-2,-1,·,-5,2,1.0,1,·,-1.4
CN(C)C(=O)CC12CC3CC(C1)CC(CC(=O)N(C)C)(C3)C2,-10,-6,-5,-1,-2,6,0.4,1,9,4.7
COc1c2n(C)ccc3c-2n(c(=O)c1=O)c1ccccc31,-6,-4,-1,·,-18,-14,0.9,13,·,-0.4
C=CC(=O)Nc1ccc(Br)cc1,-18,-3,1,4,21,-7,·,6,10,0.3
COC(=O)c1ccc(C2Nc3cccc4cccc(c34)N2)cc1,-2,-1,-29,-2,2,4,0.7,-8,4,-0.6
Cc1ccc2ncnc(NCCCCCC(=O)O)c2c1,-19,4,-3,0,-7,13,0.2,7,20,i
COC(=O)c1ccc(C23CC4(C2)[C@H](CN(Cc2ccc(-c5ccccc5)cc2)[C@@H]4c2ccccc2)C3c2ccc(C(F)(F)F)cc2)cc1 (stereo partly specified),-8,2,·,·,7,-34,1.6,-8,19,·
COCCn1c(SCC(=O)NCc2ccc3c(c2)OCO3)nnc1-c1c[nH]c2ccccc12,0,-12,4,-3,9,0,1.4,-7,40,-0.2
CC(=O)c1c(C)[nH]c(C(=O)Nc2cccnc2)c1C,0,8,1,3,6,-5,·,-3,14,2.9
Cc1nn(C)c(C)c1S(=O)(=O)N1CCC(C(=O)NCC2COc3ccccc3O2)CC1 (stereo unspecified),0,-3,3,-1,5,1,1.2,-2,17,i
COc1ccc(C=O)c(OC)c1,-5,8,2,-3,-10,-21,1.0,0,11,i
COc1ccc(CN2CCCC(C(=O)c3ccc4c(c3)OCO4)C2)c(F)c1 (stereo unspecified),-1,-7,18,-5,-5,6,-3.0,-2,46,i
COC(=O)C1C(c2ccccc2)C(C(=O)O)C1c1ccccc1 (stereo unspecified),-4,19,-11,2,-2,12,1.0,-1,29,-0.3
Cc1nnc(SCC(=O)Nc2cccnc2Cl)s1,-23,-1,11,·,-4,6,-1.0,7,·,i
CN=C(c1ccc([N+](=O)[O-])cc1)N1CCCCC1,3,-2,1,5,-5,-4,-0.7,-14,12,i
CSc1ccc(CN2CCC(C)(Oc3ccc(CC#N)cc3)C2)cc1 (stereo unspecified),·,·,12,·,1,·,0.7,0,·,i

# Reformatted: entries from further up
Structure: COc1ccc(C=O)c(OC)c1
  PriA SSB inh: -5
  Rv3671c inh: 8
  Yp Topo-I inh: 2
  3CLpro inhibitor: -3
  CCHFV vOTU inh: -10
  MazF activator: -21
  TcdB inh: 1.0
  PrPC surface inh: 0
  VHR inh abs: 11
  BH1578 lux ind: i

Structure: COc1ccc(CN2CCCC(C(=O)c3ccc4c(c3)OCO4)C2)c(F)c1 (stereo unspecified)
  PriA SSB inh: -1
  Rv3671c inh: -7
  Yp Topo-I inh: 18
  3CLpro inhibitor: -5
  CCHFV vOTU inh: -5
  MazF activator: 6
  TcdB inh: -3.0
  PrPC surface inh: -2
  VHR inh abs: 46
  BH1578 lux ind: i

# (listing goes on)
SMILES,PriA SSB inh,Rv3671c inh,Yp Topo-I inh,3CLpro inhibitor,CCHFV vOTU inh,MazF activator,TcdB inh,PrPC surface inh,VHR inh abs,BH1578 lux ind
COc1cc(-c2ccc(Nc3ccccc3C(=O)O)c(OC)c2)ccc1Nc1ccccc1C(=O)O,34,·,-22,4,51*,-2,-1.7,7,18,i
CCOc1cc(N2CCOCC2)c(OCC)cc1NC(=O)c1ccc(C)s1,8,2,5,-8,16,-4,-0.4,-4,13,-0.4
CCn1c(=O)n(CC)c2cc(N)ccc21,12,3,-6,0,4,10,1.4,4,1,1.9
Cc1cc(C(=O)N2CCCC(N3CCN(c4cccc(C(F)(F)F)c4)CC3)C2)no1 (stereo unspecified),10,1,3,-3,-7,2,0.5,-4,32,1.3
Cn1nc(C(=O)Nc2cc(Cl)ccc2N2CCCC2)c2ccccc2c1=O,27,-13,31,·,-4,-9,0.6,7,·,i
Cc1nc(SCc2ccc(Cl)c(Cl)c2)ncc1C(=O)O,-21,-2,5,0,-4,-15,0.6,0,36,-0.6
Cc1nn2c(=O)cc(CSCC(=O)Nc3ccccc3Cl)nc2s1,-7,8,-1,0,1,-1,0.7,-7,11,-0.3
O=C(NCCc1ccccn1)c1ccc(COc2ccccc2)o1,-6,-9,5,2,-6,1,·,4,-12,i
CCCCCc1ccc(-c2cn(CN3C(=O)c4ccccc4C3=O)nn2)cc1,-12,-4,-5,-3,11,-11,0.8,5,40,i
CCC(C)[C@H](NC(=O)N1CC(=O)Nc2ccccc21)C(=O)Nc1nccs1 (stereo partly specified),-7,-14,-2,-4,3,4,1.7,0,52*,-0.3
CC(C)CC(c1nnnn1CC1CCCO1)N1CCN(c2nc3ccccc3s2)CC1 (stereo unspecified),-5,·,27,5,10,4,·,-8,20,-1.3

# Entries of single compounds, quoted from the list:
# CC(C)CC(c1nnnn1CC1CCCO1)N1CCN(c2nc3ccccc3s2)CC1 (stereo unspecified) in the list: PriA SSB inh = -5; Rv3671c inh = ·; Yp Topo-I inh = 27; 3CLpro inhibitor = 5; CCHFV vOTU inh = 10; MazF activator = 4; TcdB inh = ·; PrPC surface inh = -8; VHR inh abs = 20; BH1578 lux ind = -1.3
# Cc1cc(C(=O)N2CCCC(N3CCN(c4cccc(C(F)(F)F)c4)CC3)C2)no1 (stereo unspecified) in the list: PriA SSB inh = 10; Rv3671c inh = 1; Yp Topo-I inh = 3; 3CLpro inhibitor = -3; CCHFV vOTU inh = -7; MazF activator = 2; TcdB inh = 0.5; PrPC surface inh = -4; VHR inh abs = 32; BH1578 lux ind = 1.3
